# From PubChem BioAssay
# MCF10A rerep: inducers of DNA re-replication in MCF 10A breast cells; MCF 10A DNA re-replication, Hoechst nuclear intensity, 48 h; AID 624296; Potency, µM (titrated, usually from 46.1 µM), for the others: at the highest dose activity, positive = re-replication, usual class: activators; 2.9% of 350,000 active; further: potency means the concentration at half of the fitted maximal effect; % of control where 0% means no effect; nearly all actives have a fitted effect of over 50% in size
# KB-3-1 tox: kills parental KB-3-1 adenocarcinoma cells; KB-3-1 viability, CellTiter-Glo ATP luminescence, 72 h; Potency, µM (top dose mostly 46.1 µM), inactives show at the top dose activity change, negative = cytotoxic, most hits filed as cytotoxic; 1.4% of 400,000 active; AID 1347075; further: potency means the concentration at half of the fitted maximal effect; on the % scale 0 is the no-effect control and ±100 the full control effect; nearly all actives have a fitted effect of over 60% in size
#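 Parental KB-3-1 adenocarcinoma cells in phenol-red-free DMEM with 10% FBS were pin-treated with compounds at several concentrations, incubated 72 h at 37 °C, and viability read by CellTiter-Glo luminescence; concentration-effect curves were fitted after normalization.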
# ATXN viability: reduces viability in counter-screen for ATXN expression inhibitors | S2 cells (HEK-293 line with an ATXN2-luciferase reporter) viability, CellTiter-Fluor protease fluorescence, 24 h | Potency, µM (highest dose often 56.7 µM), most hits filed as cytotoxic | 0.49% of 400,000 active; further: potency means the concentration at half of the fitted maximal effect; nearly all actives have a fitted effect of over 40% in size
# HT1080-NT tox: kills 2HG-producing HT-1080-NT fibrosarcoma cells; AID 686970; HT-1080-NT fibrosarcoma viability, CellTiter-Glo ATP luminescence, 48 h; Potency, µM (titrated, usually from 46.1 µM), inactives show top-dose activity, negative = less viability, most hits filed as cytotoxic; 1.6% of 360,000 active;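 further: NT is the 2HG producing partner of a matched IDH1 knockdown line; potency means the concentration at half of the fitted maximal effect; 0% = DMSO-treated cells and -100% = media-only wells without cells; nearly all actives have a fitted effect of over 55% in size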
#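 HT-1080-NT; 750 cells/well; 5% FBS RPMI; 48 h compound, 37 degrees C; CellTiter-Glo luminescence; curve fitting and curve-class assignment.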
# SW480 rereplic: DNA re-replication induction in SW480 cells | SW480 DNA re-replication, Hoechst DNA content imaging, 48 h | 1.8% of 340,000 active | Potency, µM (highest dose often 46.1 µM), inactives show top-dose re-replication activation, hits mostly activators; further: potency means the concentration at half of the fitted maximal effect; % of control where 0% means no effect; nearly all actives have a fitted effect of over 55% in size
#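 Image-based DNA-content assay: after two days of treatment, nuclei were labelled with the DNA dye Hoechst and imaged, and hits were compounds raising the count of nuclei showing high fluorescence intensity.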
# IL-1B inflam inh: inflammasome signaling inhibition, IL-1 beta readout. THP-1 LPS/ATP IL-1B secretion, AlphaLISA, 16 h; active compounds read low. activity change, % at 57.5 µM. 4.7% of 360,000 active. AID 743279; in the data active means activity change below about -50%; inconclusive means mostly about -30% to -49%; further: on the % scale 0 is the no-effect control and ±100 the full control effect
#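 Secreted IL-1B measured by AlphaLISA bead assay after 16 h compound exposure of THP-1 cells; compounds (final up to 57.5 uM) added 1 h before LPS (250 ng/mL) and ATP (1.25 mM) stimulation; lower signal means less secretion.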
# KB-V1 cytotox: KB-V1 MDR subline cytotoxicity; KB-V1 MDR cells viability, CellTiter-Glo, 72 h; Potency, µM (titrated, usually from 46.1 µM), without a hit: top-dose activity change, negative = cytotoxicity, actives largely listed as cytotoxic; 3.4% of 400,000 active; further: potency means the concentration at half of the fitted maximal effect; on the % scale 0 is the no-effect control and ±100 the full control effect; nearly all actives have a fitted effect of over 60% in size
#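 KB-V1 MDR subline cells in DMEM (phenol-red free, 10% FBS) exposed to compounds in qHTS concentration series for 72 h at 37 degrees C. Viability read by CellTiter-Glo luminescence; concentration-effect curves fitted after normalization and correction.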
# ATXN2 expr inh: inhibitors of ATXN2 expression | HEK-293 ATXN2-luciferase reporter, luminescence, 24 h | Potency, µM (top dose mostly 57 µM), inactives show at the top dose activity change, negative = inhibition, hits mostly inhibitors | 0.72% of 360,000 active | AID 1745845; further: potency means the concentration at half of the fitted maximal effect; on the % scale 0 is the no-effect control and ±100 the full control effect; nearly all actives have a fitted effect of over 55% in size
#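 ATXN2-luciferase reporter cells (luciferase flanked by upstream and downstream ATXN2 gene portions) were treated 24 h at 37 °C with compounds at up to 57 uM. SteadyGlo luminescence gave expression; GF-AFC fluorescence gave viability.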
# HT1080 IDH1KD tx: HT-1080 IDH1 knockdown cell toxicity (counter line); HT-1080 IDH1 knockdown viability, ATP luminescence, 48 h; Potency, µM (doses to about 46.1 µM), without a hit: at the highest dose activity, negative = toxicity, usual class: cytotoxic; 2% of 360,000 active;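 further: potency means the concentration at half of the fitted maximal effect; 0% = DMSO wells and -100% = cell-free medium wells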
#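 Luminescent ATP read-out (CellTiter-Glo, 10 min at room temperature) after 48 h compound exposure at 37 °C gave viability of IDH1-knockdown HT-1080 cells. Activity was normalised to DMSO and cell-free wells, then fitted as concentration-response curves.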
# * hit, by the source's call; i = inactive; ? = inconclusive; . = no result given; [ ] = dose if it differs, or a comment. Unless noted, the call rests on the fitted dose curve; in most records, active means well fitted curve in the direction sought with a large enough effect; inconclusive means small, poorly fitted or top-dose-only effect, or another doubt; inactive means no such curve, though single readings can be large; an effect the other way counts as inactive or inconclusive.
SMILES | MCF10A rerep | KB-3-1 tox | ATXN viability | HT1080-NT tox | SW480 rereplic | IL-1B inflam inh | KB-V1 cytotox | ATXN2 expr inh | HT1080 IDH1KD tx
CCN(CC)CCCNC(=O)c1nn(-c2ccccc2OC)c(=O)c2ccccc12 | 83% | -1% | i | 8% | 10% | -7 | 23% | -28% | 10%
Cc1nc(C(=O)NC2CCOCC2)sc1C1(C)CC(c2cccc([N+](=O)[O-])c2)=NO1 (configuration not stated) | 2% | 1% | i | -7% | 0% | 10 | 11% | 5% | -9%
CC(C)(C)c1ccc2c(c1)OCC(C(=O)O)O2 (configuration not stated) | 0% | -3% | i | 3% | 0% | -8 | 4% | 6% | -1%
COc1ccc(NC(=O)CCN2CCN(S(=O)(=O)c3ccc(C(C)C)cc3)CC2)cc1 | 0% | -21% | i | 7% | 5% | -18 | ? | -8% | -2%
Cc1ccc2ncc3c(-c4ccccc4)nn(CC(=O)NC4CCCCC4)c3c2c1 | . | 10% | i | . | . | . | ? | 2% | .
Nc1nnnn1CC(=O)N/N=C/c1cccs1 | 0% | 0% | i | -1% | ? | -20 | 4% | . | 14%
COc1ccc(C(=O)NC(=S)NCc2cccnc2)cc1Cl | -9% | 1% | i | 0% | -11% | -12 | ? | -11% | -4%
COC(=O)[C@]1(Cc2ccccc2)N[C@H](CN(C)C(=O)Nc2ccc(OC)cc2)[C@@H]2C(=O)N(Cc3ccccc3)C(=O)[C@@H]21 | -18% | 1% | ? | -8% | 4% | -26 | -4% | 4% | -13%
CN(Cc1cnn(C)c1)C(=O)c1cc2ccccc2oc1=O | -1% | -1% | i | 4% | 1% | 21 | 14% | -4% | 5%
COc1ccccc1Nc1nc(-c2sc(NC(=O)c3ccccc3)nc2C)cs1 | ? | 2% | i | -28% | -1% | -21 | 6% | 3% | -20%
CCCCn1c(N)c(-c2nc3ccccc3s2)c2c([N+](=O)[O-])nn(C)c(=O)c21 | 15% | 0% | ? | 6% | -15% | 9 | 3% | ? | 23%
Cc1cccc(C(=O)OCC(=O)N2CCC(c3ccccc3)=N2)c1O | 3% | 1% | i | 13% | -15% | -8 | -26% | -3% | 6%
COc1ccc(-c2nc3ccccc3c(=O)o2)cc1OC | -2% | 15% | i | 7% | 1% | 3 | 12% | -14% | 0%
Cc1cc(C)c(C#N)c(Sc2ccc(N)cc2)n1 | 8% | -3% | i | -4% | 2% | -13 | 12% | 0% | 1%
O=S(=O)(c1ccc2c(c1)OCCO2)N1C[C@@H]2C[C@H]1CN2S(=O)(=O)c1c(F)cccc1F | 3% | 26% | i | . | -5% | . | 7% | 2% | .
Cc1cc(N2CCOCC2)nc2ccc(NC(=O)CCC(=O)N3CCCC(C)C3)cc12 (configuration not stated) | 4% | 7% | . | -12% | -5% | -1 | -22% | 4% | -1%
CCn1c(SC)nnc1-c1sc2cc(Cl)ccc2c1Cl | ? | 0% | i | -17% | 1% | ? | ? | 1% | -29%
COc1ccc(OC(=O)c2nc(SCc3ccccc3C)ncc2Cl)cc1 | . | 2% | i | . | . | . | ? | -5% | .
CCCC(=O)Nc1ccc(C(=O)Nc2cccc(OC)c2)cc1 | 1% | 1% | i | 8% | 1% | 11 | 0% | . | 0%
CC1CCCN(C(=O)NC(=O)c2ccc(Cl)cc2)C1 (configuration not stated) | -2% | -1% | i | 6% | 2% | -1 | 46% | 12% | 13%
COc1ccc(C2=NN(C(=O)CSc3ncccn3)C(c3cccc(OC)c3OC)C2)cc1 (configuration not stated) | 0% | 1% | i | 0% | 11% | -12 | ? | -18% | 20%
COC(=O)C1=C(C)N(Cc2ccccc2)C(=NCc2ccccc2)N[C@H]1c1ccccc1 | -33%[inhibitor] | ? | ? | -28% | ? | ? | ? | ? | -22%
COc1ccc(C2=C(C)C(N3CCC(C(=O)Nc4ccc(F)cc4C)CC3)=NS2(=O)=O)cc1 | . | 6% | i | . | . | . | -8% | 8% | .
Cc1ccc(-c2c(C(=O)N/N=C/c3ccco3)nnn2-c2nonc2N)cc1 | -4% | -1% | i | 0% | 2% | 1 | ? | -10% | -2%
CCn1c(=O)c(C(=O)CN2c3ccccc3CC2C)c(N)n(Cc2ccccc2)c1=O (configuration not stated) | -8% | -10% | i | -20% | 3% | -12 | ? | -4% | -18%
O=c1c2cnn(-c3ccc(F)cc3)c2ncn1Cc1cccnc1 | 1% | -23% | i | -5% | -3% | 2 | ? | -10% | 0%
CSc1ccccc1C(=O)N1CCCC(CCC(=O)NCc2ccc(F)c(F)c2)C1 (configuration not stated) | -4% | 0% | i | -2% | -2% | 0 | 2% | -6% | 0%
CCCN(CCC)CCCNc1ccc2nnc(-c3ccc(F)cc3)n2n1 | -5% | ? | ? | -4% | -7% | 4 | ? | -24% | -8%
O=C1c2c(-c3ccc(Br)cc3)noc2CCN1Cc1cn(-c2ccccc2)nn1 | . | ? | . | ? | . | 0 | ? | . | -25%
CCCN(CCC)c1nc(-c2ccccc2F)nc2ccccc12 | . | 2% | i | . | . | . | -17% | -10% | .
O=C(NC1CCCc2ccccc21)c1ccc2c(c1)OCO2 (configuration not stated) | 8% | 2% | i | -3% | -8% | -9 | -2% | 8% | -18%
COc1cc(OC)cc(C(=O)NCC(=O)OCC(=O)NC(C)CCc2ccccc2)c1 (configuration not stated) | -4% | 15% | i | 3% | -29% | 14 | ? | 1% | -3%
CCN(C(=O)COC(=O)CCc1c[nH]c2ccccc12)c1c(N)n(Cc2ccccc2)c(=O)[nH]c1=O | 3% | 13% | ? | 4% | -10% | 4 | 27% | 3% | 0%
COC(=O)c1cc(-c2ccc(Br)cc2)n[nH]1 | -4% | -1% | ? | -8% | -1% | -15 | 13% | 26% | -3%
COc1ccccc1CN(C)C[C@@H]1OCc2cnnn2CCCC(=O)N([C@H](C)CO)C[C@H]1C | . | 22% | i | -2% | . | 14 | 15% | -3% | 5%
CC(C)NCC(O)COC1C2CC3CC(C2)CC1C3 (configuration not stated) | -9% | 10% | i | 2% | -5% | 3 | 14% | -8% | 4%
COCCN(C(=S)Nc1c(C)cccc1C)C(C)c1ccco1 (configuration not stated) | 0% | ? | i | 6% | -5% | -1 | 18% | 10% | 12%
O=C(c1ccc(NS(=O)(=O)c2ccc(Cl)c(Cl)c2)cc1)N1CCOCC1 | 6% | 2% | i | 0% | -105%[inhibitor] | 18 | 15% | 3% | -3%
COc1ccc(-c2nc(CN3CCN(Cc4cccc(F)c4)CC3)c(C)o2)cc1 | ? | -4% | i | -3% | 1% | ? | 0% | -7% | -14%
COc1cc(C(=S)N2CCOCC2)ccc1OC(=O)c1ccc([N+](=O)[O-])cc1[N+](=O)[O-] | 14% | 0% | ? | 1% | -2% | 0 | 19% | . | 3%
CCOc1ccc(Cl)cc1S(=O)(=O)N1CCN(c2ccc(C)c(C)c2)CC1 | 8% | -27% | i | 3% | ? | -17 | 15µM* | -17% | -7%
O=C(CSc1nnc(NC(=O)c2ccccc2F)s1)Nc1ccccc1F | -5% | 2% | i | -4% | -10% | -5 | ? | 5% | -10%
CCOc1ccc(NC(=O)CC2C(=O)N(c3ccc(F)cc3)C(=O)N2CCc2sccc2C)cc1 (configuration not stated) | . | -1% | ? | . | . | . | ? | -17% | .
CC(C)CNC(=S)Nc1ccc(Oc2ccccc2)cc1 | 8.2µM* | 21µM* | i | -6% | -7% | 8 | 16µM* | -2% | -17%
COc1ccc(-n2c(CNC(=O)c3cccs3)n[nH]c2=S)cc1 | -49%[inhibitor] | 22% | i | 4% | -3% | -4 | 0% | -22% | 10%
Cc1cc(-c2n[nH]c(=S)n2CC(C)C)cs1 | 5% | -3% | i | -2% | 2% | 12 | -3% | 3% | -3%
Cc1oc2ncn(C)c(=O)c2c1C(=O)NC(C)c1ccccc1 (configuration not stated) | . | 1% | i | . | . | . | 1% | -5% | .
COc1cc(S(=O)(=O)n2nc(C)cc2C)c(OC)cc1Cl | 4% | -15% | i | 0% | -6% | 0 | -7% | 5% | 24%
O=S(=O)(NCCCc1ccccc1)c1ccc(Cl)cc1 | 3% | 1% | i | 3% | -8% | 8 | -2% | -12% | 1%
COC(=O)c1ccc(CSc2nnnn2-c2ccc(C)cc2C)o1 | -4% | -8% | i | ? | 2% | 9 | -22% | 2% | ?
CN1CCN(S(=O)(=O)c2cc(C(F)(F)F)ccc2Cl)CC1 | -3% | 5% | i | 8% | 0% | 9 | ? | -10% | 16%
Cc1ccc(S(=O)(=O)NC2c3cccc4cccc(c34)C2Sc2ncccn2)cc1 (configuration not stated) | 7% | -11% | i | -5% | 1% | -21 | 0% | -29% | -6%
Oc1ccc(/C=C/c2cnccn2)cc1 | ? | -1% | i | -20% | 11% | 17 | -10% | 5% | -23%
CCOc1ccccc1N1CCN(C(=O)NC2CCCCC2)CC1 | 1% | 0% | i | 3% | 20% | 13 | -14% | -2% | 2%
O=C(O)c1cccc(Nc2c([N+](=O)[O-])c(=O)oc3ccccc23)c1 | 2% | 22% | i | 9% | 26% | 1 | ? | 23% | 19%
NC(N)=N/N=C/c1ccc(OCc2ccccc2Cl)cc1 | -1% | ? | 28µM* | 13µM* | 13µM* | -103* | -8% | 14µM* | 16µM*
CC(C)NC(=O)N1CCOCCOCCN(C(=O)NC(C)C)CCOCCOCC1 | -6% | 10% | i | 10% | -3% | 24 | 3% | 6% | 13%
CCS(=O)(=O)N1CCC(C(=O)NCCc2ccc(C)cc2)CC1 | 28% | -1% | i | -2% | -2% | 14 | -3% | -11% | 0%
CCOC(=O)N1CCC(NC(=O)CCN2C(=O)COc3ccccc32)CC1 | 0% | 0% | i | 10% | 21% | 0 | -7% | 4% | -2%
COc1ccc(CNC(=O)CN(Cc2ccc(Cl)cc2)S(=O)(=O)c2ccccc2)cc1 | -1% | ? | i | 0%[9.24 µM] | 13% | ? | ? | -9% | ?
